12-LOX inh: blocks human arachidonate 12S-lipoxygenase. purified 12hLO, xylenol orange hydroperoxide absorbance. Potency, µM (titrated, usually from 108 µM), without a hit: at the highest dose activity change, negative = inhibition, usual class: inhibitors. actives 1.1% (n = 580,000). AID 1671190; active means well fitted inhibition curve with a large enough effect; inconclusive means small, poorly fitted or top-dose-only effect, or another doubt; inactive means no such curve, though single readings can be large or run the other way
Target sequence (P18054 whole entry, looked up): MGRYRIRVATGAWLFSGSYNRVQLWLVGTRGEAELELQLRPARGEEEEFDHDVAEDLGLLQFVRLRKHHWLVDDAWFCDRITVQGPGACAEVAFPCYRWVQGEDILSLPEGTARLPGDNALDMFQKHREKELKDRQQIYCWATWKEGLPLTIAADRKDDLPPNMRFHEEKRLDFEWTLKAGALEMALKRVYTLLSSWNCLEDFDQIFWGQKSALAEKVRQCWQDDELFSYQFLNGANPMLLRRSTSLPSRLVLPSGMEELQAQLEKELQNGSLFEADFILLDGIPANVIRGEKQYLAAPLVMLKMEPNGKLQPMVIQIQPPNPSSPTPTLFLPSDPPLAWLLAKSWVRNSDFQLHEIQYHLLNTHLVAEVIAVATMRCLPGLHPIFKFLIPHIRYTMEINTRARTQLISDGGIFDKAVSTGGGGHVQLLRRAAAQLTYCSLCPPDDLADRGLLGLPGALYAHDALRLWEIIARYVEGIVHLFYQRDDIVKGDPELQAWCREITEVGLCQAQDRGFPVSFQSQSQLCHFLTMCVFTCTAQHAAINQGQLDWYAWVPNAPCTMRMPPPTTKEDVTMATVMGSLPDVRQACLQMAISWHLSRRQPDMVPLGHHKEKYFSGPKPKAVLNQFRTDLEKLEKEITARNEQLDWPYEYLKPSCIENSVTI
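Purified human 12hLO (150 nM final) in 25 mM Hepes, 0.01% Triton X-100, pH 7.0 was preincubated 15 min at room temperature with compound. Then 40 uM arachidonic acid was added, 30 min. Hydroperoxide was read by Fe-XO absorbance ratio 573/405 nm.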
An asterisk follows results filed as active; [ ] = another dose, or the depositor's remark. On the % scale 0 is the no-effect control and ±100 the full control effect; potency means the concentration at half of the fitted maximal effect. This is a subset; count on the stated rates, not on these rows.

Start of the data: the first 3 entries as a preview:
How did CC(=O)N1C[C@@H]2CCCN3CCC[C@@H]([C@H]23)[C@H]1CCCC(=O)NCCCc1ccccc1 do in these assays?
12-LOX inh: 47.2%[activator]

How did CCc1nc2c(c(-c3ccc(Cl)cc3)n1)CN(Cc1cccc(F)c1)CC2 do in these assays?
12-LOX inh: -12.7%

Results for c1csc(CN2CCn3c(nnc3C3CCCNC3)C2)c1 (stereo not given) ?
12-LOX inh: 43.3%[activator][176 µM]

Main list, from the first entry:
How did CC(=O)N1C[C@@H]2CCCN3CCC[C@@H]([C@H]23)[C@H]1CCCC(=O)NCCCc1ccccc1 do in these assays?
12-LOX inh: 47.2%[activator]

How did CCc1nc2c(c(-c3ccc(Cl)cc3)n1)CN(Cc1cccc(F)c1)CC2 do in these assays?
12-LOX inh: -12.7%

Results for c1csc(CN2CCn3c(nnc3C3CCCNC3)C2)c1 (stereo not given) ?
12-LOX inh: 43.3%[activator][176 µM]

How did COc1ccc(N2CCCCS2(=O)=O)cc1S(=O)(=O)NCCc1ccccc1 do in these assays?
12-LOX inh: inconclusive

What do the screens show for `Cc1cc(=O)n(CC(=O)N2C[C@H](CO)C[C@H](CN(C)C)C2)nc1C`?
12-LOX inh: 75.8%[activator]

How did O=C(Cc1c[nH]c2ccccc12)Nc1nc2ccccc2s1 do in these assays?
12-LOX inh: inconclusive

Results for CCn1ccc(C(=O)N2CC(Oc3ccc(-c4nc(-c5ccccc5)no4)cc3)C2)n1 ?
12-LOX inh: -10.1%

Results for COc1ccc(NC(=O)O[C@@H]2CO[C@H]3[C@@H]2OC[C@@H]3NC(=O)Nc2ccc(C(C)C)cc2)cc1 ?
12-LOX inh: -43.2%

How did COC[C@@H]1CCCN1Cc1cn(-c2ccccc2)nc1-c1ccc(OC)cc1F do in these assays?
12-LOX inh: 31.6%[activator]

What do the screens show for `C#CCn1cc(CNC[C@H]2O[C@@H](n3cnc4c(=O)[nH]c(N)nc43)[C@H](O)[C@@H]2O)c2ccccc21`?
12-LOX inh: 7.2%

How did Cc1ccc(O)c(NC(=O)c2cc(-c3cccnc3)nc3ccccc23)c1 do in these assays?
12-LOX inh: -22.4%

How did O=c1c2cc(C(F)(F)F)ccc2sn1-c1ccccc1 do in these assays?
12-LOX inh: -71.3%

How did COc1ccccc1-c1ccc2c(n1)CN(Cc1ccccc1C)C(=O)CO2 do in these assays?
12-LOX inh: 10.1%[176 µM]

Results for COC(=O)c1cc(NC(=O)c2ccccc2OC(F)F)c(F)cc1F ?
12-LOX inh: 5.1%

How did COc1cccc([S+](=O)([O-])N2CCCC3(CC(C)=NO3)C2)c1 (stereo not given) do in these assays?
12-LOX inh: 14.4%[6.33 µM]

How did COc1ccc(OC)c(C(=O)c2oc3cc(NC(=O)C(C)C)ccc3c2C)c1 do in these assays?
12-LOX inh: 5.7%

Results for Clc1cccc(CNc2ccn3nc(-c4cccs4)cc3n2)c1 ?
12-LOX inh: -5.3%

What do the screens show for `O=C(O)CN(CC(=O)O)C1CCCCC1N(CC(=O)O)CC(=O)O` (stereo not given)?
12-LOX inh: inconclusive

How did CC(C)CNC(=O)N1CCC(OC2CCN(S(C)(=O)=O)CC2)CC1 do in these assays?
12-LOX inh: 13.5%

How did Cc1ccc(C)c(N2CCN(C(=O)C3CCN(S(=O)(=O)c4cn(C)c(C)n4)CC3)CC2)c1 do in these assays?
12-LOX inh: 19.7%

What do the screens show for `COCc1cn([C@H]2CO[C@H]3[C@@H]2OC[C@H]3O)nn1`?
12-LOX inh: -2.6%[176 µM]

What do the screens show for `O=S(=O)(c1ccc2c(c1)CCC2)N1CCCC(Cn2c(C3CC3)nc3cccnc32)C1` (stereo not given)?
12-LOX inh: 19.1%

Results for CN(Cc1ccc2c(c1)CCO2)C1CCc2nn(C)c(=O)n2CC1 (stereo not given) ?
12-LOX inh: 9.0%

How did Cn1ncc(N2CCC(NC(=O)C3CCOCC3)CC2)cc1=O do in these assays?
12-LOX inh: -2.3%

How did CC(C)(C(=O)NCc1ccccn1)C1CCOCC1 do in these assays?
12-LOX inh: 92.9%[activator]

How did CCn1ccnc1C1CCN(C(=O)CC2NC(=O)NC2=O)CC1 (stereo not given) do in these assays?
12-LOX inh: 21.7%

How did Cc1ccc(C2(O)CCN(c3ncccc3C(F)(F)F)CC2)nc1 do in these assays?
12-LOX inh: 26.2%

What do the screens show for `O=C1NCCCCCN(C(=O)c2ccc(Cn3ccnc3)o2)[C@H]2CCC[C@@H]12`?
12-LOX inh: 12.2%

What do the screens show for `COc1ccc(-c2nc3c(c(=O)[nH]2)CCN(C(=O)c2ccc(OC)cc2OC)C3)cc1`?
12-LOX inh: -19.4%

Results for Cc1cc(C)n(CC(=O)Nc2ccc(C(=O)NCc3ccccn3)cc2)c(=O)c1C#N ?
12-LOX inh: -2.6%

Results for COc1cc(OC)cc(N2C(=O)c3cc(-c4cccs4)nn3CC2(C)C(=O)NC2CCCCC2)c1 (stereo not given) ?
12-LOX inh: -2.1%

How did CN(CCCNC(=O)c1nc2ccccc2c(=O)[nH]1)C(=O)c1cccnc1 do in these assays?
12-LOX inh: 6.5%

What do the screens show for `O=C(CNC(=O)C1CCC(CNS(=O)(=O)c2ccc(F)cc2)CC1)NCc1ccccn1` (stereo not given)?
12-LOX inh: 0.6%

What do the screens show for `O=C(c1ccsc1)N1CCCn2cc(-c3ccccc3F)nc21`?
12-LOX inh: 34.2%[activator]

Results for O=C(c1ccccc1)N(C(=O)c1ccccc1)c1ccccc1 ?
12-LOX inh: -13.0%

Results for O=C(NCCNC(=O)c1cc2ccccc2[nH]1)C(=O)NCc1ccccc1 ?
12-LOX inh: 8.5%

How did N#C/C(C(=O)CCl)=C(/c1ccc(F)cc1)N1CCOCC1 do in these assays?
12-LOX inh: 22.4µM*

Results for COc1ccc(CCNC(=O)CN2C(=O)NC(c3ccc(C)cc3)C3=C2COC3=O)cc1OC (stereo not given) ?
12-LOX inh: 2.0%

What do the screens show for `COc1cccc(CNC[C@H]2O[C@H](Cc3cc(CN4CCOCC4)on3)CC[C@@H]2O)c1`?
12-LOX inh: 69.5%[activator][176 µM]

What do the screens show for `O=C(O)c1ccc(NC(=O)c2ccc(Br)o2)c(NC(=O)c2ccc(Br)o2)c1`?
12-LOX inh: 1.1%

Results for CCc1c(Cc2ccccc2)ncn1CCc1ccccc1OC ?
12-LOX inh: -11.9%

What do the screens show for `COc1ccc(-c2nc(Cn3nnc(C(=O)NCc4ccc(Cl)cc4)c3N)c(C)o2)c(OC)c1`?
12-LOX inh: inconclusive

What do the screens show for `CCOC(=O)C1(C)CCCN1C(=O)c1ccccc1F` (stereo not given)?
12-LOX inh: -29.3%

Results for CC(CNC(=O)C1CCCC1)NC(=O)C1CCCC1 (stereo not given) ?
12-LOX inh: -5.0%

How did O=C(N/N=C/c1cccc(I)c1)c1cccs1 do in these assays?
12-LOX inh: 18.7%

What do the screens show for `Fc1ccc(N/N=C/c2c(F)cccc2F)c(F)c1`?
12-LOX inh: inconclusive

What do the screens show for `O=C(CCc1ncc(-c2ccccc2F)o1)N1CCN(S(=O)(=O)c2cc(F)ccc2F)CC1`?
12-LOX inh: inconclusive

What do the screens show for `O=S(=O)(c1ccc(C(F)(F)F)cc1)N1CCCC(Cn2cnc3cccnc32)C1` (stereo not given)?
12-LOX inh: 51.3%[activator]

Arranged by heavy-atom count (smallest number first): part of the list above
How did O=c1c2cc(C(F)(F)F)ccc2sn1-c1ccccc1 do in these assays?
12-LOX inh: -71.3%

Results for c1csc(CN2CCn3c(nnc3C3CCCNC3)C2)c1 (stereo not given) ?
12-LOX inh: 43.3%[activator][176 µM]

Results for Clc1cccc(CNc2ccn3nc(-c4cccs4)cc3n2)c1 ?
12-LOX inh: -5.3%

How did CC(C)CNC(=O)N1CCC(OC2CCN(S(C)(=O)=O)CC2)CC1 do in these assays?
12-LOX inh: 13.5%

Results for O=C(NCCNC(=O)c1cc2ccccc2[nH]1)C(=O)NCc1ccccc1 ?
12-LOX inh: 8.5%

How did COc1ccccc1-c1ccc2c(n1)CN(Cc1ccccc1C)C(=O)CO2 do in these assays?
12-LOX inh: 10.1%[176 µM]

What do the screens show for `O=C(CCc1ncc(-c2ccccc2F)o1)N1CCN(S(=O)(=O)c2cc(F)ccc2F)CC1`?
12-LOX inh: inconclusive

Following part
What do the screens show for `Cc1cnc2c(S(=O)(=O)N3CCCCC3)cccc2c1`?
12-LOX inh: 0.2%

What do the screens show for `O=C(Nc1ccnn1C1CCN(Cc2cccc(F)c2F)CC1)c1ccccc1Cl`?
12-LOX inh: 93.0%[activator]

How did O=C(NCC1CCN(C2CCCC2)C1)Nc1ccccc1 (stereo not given) do in these assays?
12-LOX inh: inconclusive

How did CN(Cc1cc2n(n1)CCNC2)Cc1cnc(-c2ccccc2)s1 do in these assays?
12-LOX inh: 18.6%

Results for CN(C)c1nccnc1OC1CCN(C(=O)CCC(=O)c2ccc(F)cc2)C1 (stereo not given) ?
12-LOX inh: 10.5%

How did Fc1cc(F)cc(-c2noc3ncnc(Nc4ccc(-c5ccno5)cc4)c23)c1 do in these assays?
12-LOX inh: 6.0%

What do the screens show for `CC(C)(C)C(=O)N1C[C@@H](COc2cccnc2)[C@H](c2ccccn2)C1`?
12-LOX inh: 30.9%[activator]

What do the screens show for `COC(=O)c1ccc2nc(-c3cccc(Br)c3)c(Cc3ccccc3OC)n2c1`?
12-LOX inh: -27.6%

Results for Oc1ccc(Cl)cc1C=NCc1ccccc1Cl ?
12-LOX inh: inconclusive

Results for CCOc1ccc(CN(Cc2cccc(Oc3ncccn3)c2)C2CC2)cc1 ?
12-LOX inh: 69.8%[activator]

Results for COc1ccc(Cn2cc(CN3CCc4onc(-c5ccccc5OC)c4C3=O)nn2)cc1 ?
12-LOX inh: -9.6%

How did O=C(NC1CCNCC1)c1cc(C2CC2)nc2onc(C3CCNC3)c12 (stereo not given) do in these assays?
12-LOX inh: -0.4%[6.33 µM]

What do the screens show for `CC(=O)c1ccc(NC(=O)C2(c3ccccc3)CCCC2)cc1`?
12-LOX inh: -5.2%

How did COc1cc(F)ccc1-c1ccnc2nc(CC(C)C)nn12 do in these assays?
12-LOX inh: 54.9%[activator]

How did COc1cc(-c2coc3c(C(=O)NCc4ccncc4)cccc23)ccc1O do in these assays?
12-LOX inh: inconclusive

How did Cc1cc2c(C)c(C)[nH]c2cc1Br do in these assays?
12-LOX inh: inconclusive

Results for CCCNC(=O)C12CC3CC(C1)CC(c1ccccc1)(C3)C2 ?
12-LOX inh: inconclusive

Results for COc1ccc(Cl)cc1C(=O)NC1CC(C)(C)NC(C)(C)C1 ?
12-LOX inh: -26.7%

Results for CN1CC(=O)N(c2cccc(F)c2)Cc2c(NC3CCNCC3)ncnc21 ?
12-LOX inh: inconclusive

How did CCN(CC)C(=O)[C@@H]1CCC[C@@H](NS(=O)(=O)c2ccccc2)CN(C)C(=O)C1 do in these assays?
12-LOX inh: 29.8%[176 µM]

What do the screens show for `Cc1cc2ncc(C(=O)NCC3CC3)cn2n1`?
12-LOX inh: 15.5%[176 µM]

How did CCCCn1c(=O)[nH]c(=O)c2c1nc(CCC(=O)NCCCO)n2CC(C)C do in these assays?
12-LOX inh: 6.5%

How did COc1ccc(-c2nc3cc(C)c(Br)c(C)n3c2CC(C)(C)C)cc1OC do in these assays?
12-LOX inh: -12.5%

How did CN(CC(=O)Nc1ccc2c(c1)OCO2)Cc1cccs1 do in these assays?
12-LOX inh: -6.6%

What do the screens show for `CCN1CCN(Cc2cc3ccc(C)cc3nc2-c2ccc(OC)c(OC)c2)CC1`?
12-LOX inh: 46.8%[activator]

What do the screens show for `COc1ccc(C(=O)/C(=C\c2ccc(C)o2)c2nc3ccccc3o2)cc1`?
12-LOX inh: inconclusive

Results for Cc1cn2c(=O)cc(CSc3ccccc3NC(=O)COc3ccccc3C)nc2s1 ?
12-LOX inh: 33.7%

How did COCCNC(=O)C1(C)CCN(Cc2ccccc2C#N)C1 (stereo not given) do in these assays?
12-LOX inh: -4.8%

How did COc1ccc(-c2nc3c4ccccc4ccn3c2Cc2ccsc2)cc1OC do in these assays?
12-LOX inh: inconclusive

What do the screens show for `COc1cc(C(=O)Nc2ccc(C)c(S(=O)(=O)N3CCCCCC3)c2)cc(OC)c1OC`?
12-LOX inh: 11.6%

Results for COCCc1noc(C2CN(C(=O)c3cn(C)cn3)C2)n1 ?
12-LOX inh: -2.7%

Results for O=C1CCN(C(=O)c2cccnc2)CCCC(C(=O)NCCC2=CCCCC2)CCN1 (stereo not given) ?
12-LOX inh: 33.7%[activator]

How did Cc1ccc(CNC(=O)N2CCC3(CC2)Nc2ccccc2-n2cccc23)cc1 do in these assays?
12-LOX inh: -17.2%

Results for COc1ccc(CN2Cc3ccccc3OC(c3ccccc3OC)C2)c(O)c1 (stereo not given) ?
12-LOX inh: 3.9%

What do the screens show for `COc1cccc([S+](=O)([O-])N2CCC(N3Cc4ccccc4C3=O)CC2)c1`?
12-LOX inh: 4.1%[6.33 µM]

What do the screens show for `COc1ccc(C(=O)N2CCC3(CC2)NC(=O)N(Cc2ccc(C)cc2)C3=O)cc1`?
12-LOX inh: inconclusive

Results for COc1ccc(-c2noc([C@@H]3C[C@H](NS(=O)(=O)c4ccc(C)cc4)CN3C)n2)cc1 ?
12-LOX inh: inconclusive

Results for CCNc1c(NC(=O)c2c(F)cccc2F)c(=O)oc2ccccc12 ?
12-LOX inh: -7.9%

What do the screens show for `O=C(OCc1ccccc1Cl)c1cccc(CN2CCCC2=O)c1`?
12-LOX inh: -10.7%

Results for COc1ccc(-c2ccccc2NC(=O)C2CCCN(Cc3ccccc3O)C2)cc1 (stereo not given) ?
12-LOX inh: inconclusive

What do the screens show for `O=C(NCCCN1CCc2ccccc2C1)C1CCc2ncc(-c3ccc(F)cc3)n2C1` (stereo not given)?
12-LOX inh: 41.1%[activator]

How did Cc1nc2c3ccccc3nn2c(C)c1CCC(=O)Nc1ccc(C(N)=O)cc1 do in these assays?
12-LOX inh: 28.5%

What do the screens show for `COc1ccc(C(C)=O)cc1CO/N=C/c1ccc(OC(F)F)cc1`?
12-LOX inh: -22.4%

Screening results: PubChem BioAssay, National Center for Advancing Translational Sciences (NCATS)
